# Assay outcomes: PubChem, Sanford-Burnham Center for Chemical Genomics
# CXCR6 block: CXCR6 (human) receptor inhibition. O00574. actives 0.36% (n = 360,000). inhibition, % at 20 µM. CHO-K1 PathHunter CXCR6 beta-arrestin, luminescence; in the data active = inhibition above about 34%, passing the limit was not always enough;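 note: antagonist mode with CXCL16 agonist at 10 nM final; 0% = 10 nM CXCL16 with DMSO and 100% = unstimulated wells without agonist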
# Jurkat NFkB inh: inhibitors of the PMA/ionomycin-induced NF-kB reporter in Jurkat cells | AID 435003 | PMA/ionomycin-induced NF-kB luciferase reporter, luminescence | actives 0.53% (n = 330,000) | inhibition, % at 4 µM; in the data active = inhibition above about 50%
# CCR6 antag: antagonists of human CCR6 receptor | P51684 | CHO-K1 CCR6 PathHunter beta-arrestin, luminescence, CCL20-stimulated | inhibition, % at 20 µM | actives 0.49% (n = 340,000) | AID 493098;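 active = compounds whose inhibition of the agonist-driven luminescence signal at 20 µM reaches about 50%, limit read from the data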;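 note: cells stimulated with CCL20 at 14 nM final; plate controls were DMSO with CCL20 for no effect and DMSO without agonist for full effect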
# CHOP UPR activ: apoptotic UPR (CHOP) activation; CHO-CHOP luciferase reporter, luminescence; percent of tunicamycin response over DMSO baseline; activation, % at 10 µM; actives 0.34% (n = 330,000);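 active = at 10 µM dose, activation of 40% or more, normalized to positive control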;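 note: 100% = tunicamycin at 10 µg/mL and 0% = DMSO alone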
#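 Assay system: CHO cells with stable CHOP pathway luciferase reporter; Buffer or medium: F12 plus 10% serum; Times: 16-18 h cell attachment, then 6 h compound exposure, 37 °C; Signal: luciferase luminescence; Read-out basis: percent activation relative to tunicamycin control; Control set: tunicamycin high control, DMSO low control.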
# 697 NFkB inh: inhibitors of the PMA/ionomycin-induced NF-kB reporter in 697 B cells. 697 B-cell NF-kB luciferase reporter, 16 h. actives 0.33% (n = 330,000). inhibition, % at 4 µM; in the data active = inhibition above about 35%
# Gli-Sufu block: blocks Gli-Sufu signaling in a luciferase reporter; Sufu-KO-LIGHT fibroblasts, Gli luciferase reporter luminescence; inhibition, % at 5 µM; actives 0.74% (n = 340,000); AID 588413;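 active = inhibition above about 55%, limit read from the data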;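 note: 0% = DMSO-treated cells and 100% = wells with medium but no cells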
# XBP1 UPR activ: activators of adaptive arm of unfolded protein response (XBP1). activation, % at 20 µM. CHO-XBP1 luciferase reporter, IRE1-XBP1 UPR activation, luminescence; percent of tunicamycin response, DMSO as zero. actives 0.33% (n = 330,000);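 active = versus positive control, 20 µM dose yields 30% or more activation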;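 note: 100% = tunicamycin at 10 µg/mL and 0% = DMSO only wells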
#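 Signal: luciferase luminescence; Assay system: CHO-XBP1 luciferase reporter cells; Amount: one thousand reporter cells per well; Dosing: 20 µM single concentration, DMSO 1%; Benchmarks: high control tunicamycin 10 µg/mL final, low control DMSO vehicle only; Schedule: 6 h compound exposure at 37 °C, 5% CO2; Evaluation: percent activation relative to tunicamycin reference.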
# Mdm2-MdmX inh: disrupts the human Mdm2-MdmX interaction; O15151+Q00987; SaOS-2 split-luciferase Mdm2/MdmX complementation, luminescence; inhibition, % at 8 µM; actives 3% (n = 330,000); AID 485346;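 active = inhibition of at least 50% at 8 µM in the primary screen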
# Target sequence (O15151 whole entry, looked up): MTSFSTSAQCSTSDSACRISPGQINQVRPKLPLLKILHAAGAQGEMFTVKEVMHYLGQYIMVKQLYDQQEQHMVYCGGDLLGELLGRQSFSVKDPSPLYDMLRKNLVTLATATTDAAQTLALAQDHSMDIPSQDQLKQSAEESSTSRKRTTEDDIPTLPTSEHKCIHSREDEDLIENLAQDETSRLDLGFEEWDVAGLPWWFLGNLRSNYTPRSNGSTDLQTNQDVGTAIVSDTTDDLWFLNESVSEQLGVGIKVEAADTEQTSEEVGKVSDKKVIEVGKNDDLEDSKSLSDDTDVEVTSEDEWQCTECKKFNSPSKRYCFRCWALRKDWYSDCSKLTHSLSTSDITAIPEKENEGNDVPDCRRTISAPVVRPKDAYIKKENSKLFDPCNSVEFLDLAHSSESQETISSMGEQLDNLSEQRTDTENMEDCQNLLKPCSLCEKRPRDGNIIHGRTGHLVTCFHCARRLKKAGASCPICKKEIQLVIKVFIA
# Target sequence (Q00987 whole entry, looked up): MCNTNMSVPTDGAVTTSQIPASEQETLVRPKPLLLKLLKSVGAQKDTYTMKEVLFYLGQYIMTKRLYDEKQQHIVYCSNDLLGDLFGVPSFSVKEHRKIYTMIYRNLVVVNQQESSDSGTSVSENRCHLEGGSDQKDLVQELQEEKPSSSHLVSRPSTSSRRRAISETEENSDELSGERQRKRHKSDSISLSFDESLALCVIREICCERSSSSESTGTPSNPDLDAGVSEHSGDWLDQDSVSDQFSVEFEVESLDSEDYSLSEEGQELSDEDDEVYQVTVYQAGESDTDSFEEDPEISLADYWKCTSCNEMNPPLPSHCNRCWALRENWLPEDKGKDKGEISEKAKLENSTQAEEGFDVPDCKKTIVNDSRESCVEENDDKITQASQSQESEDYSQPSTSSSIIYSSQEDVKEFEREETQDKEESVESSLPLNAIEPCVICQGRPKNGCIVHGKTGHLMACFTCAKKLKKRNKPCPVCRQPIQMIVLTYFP
# EBI2 block: EBI2 (human) antagonism | EBI2 beta-arrestin recruitment, luminescence, 7a,25-OHC stimulated | actives 0.81% (n = 360,000) | inhibition, % at 5 µM | AID 651636 | P32249; in the data active = inhibition above about 38%;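 note: enzyme fragment complementation signal reports receptor beta-arrestin coupling in cells; 0% = agonist plus DMSO wells and 100% = wells without agonist; some results beyond the cut were filed as inactive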
# An asterisk follows results filed as active; x = no result given. Rows are unselected; overall some 5% were active at least once.
SMILES,CXCR6 block,Jurkat NFkB inh,CCR6 antag,CHOP UPR activ,697 NFkB inh,Gli-Sufu block,XBP1 UPR activ,Mdm2-MdmX inh,EBI2 block
O=C(c1ccc(CS(=O)c2ccccc2Cl)o1)N1CCCCCC1 (configuration not stated),3,2,2,1.5,3,-21,-7,-18,-18
O=C(CCCCCNC(=O)c1ccccc1)C[N+](=O)[O-],-5,-6,-1,-1.0,31,3,-3,-18,6
COCCNS(=O)(=O)c1ccc(-c2ccc(C)cc2)cc1,-8,12,-2,-1.1,-22,2,0,17,-7
Cc1cc(NC(=O)C(C)SCC(=O)OCC(=O)Nc2c(C)cccc2C(C)C)no1 (configuration not stated),16,-7,14,-0.7,-10,-6,-1,-2,2
COc1ccc(OCCCC(=O)Oc2ccc(OC)cc2)cc1,7,-8,-28,-0.7,5,5,0,4,-4
Cc1ccc2c(c1)S(=O)(=O)N(C)C(c1ccccc1)=C2,-8,x,16,x,x,2,x,x,-2
CC(=O)Nc1cc2c(cc1Cl)-c1ccccc1C2,-8,x,-6,x,x,-45,x,x,-10
CCCC[C@@H]1CNCCN1CCc1cccc2ccccc12,1,14,2,0.0,17,11,-1,21,-11
O=C1CSC(=O)N1CC(O)COc1ccc(Cl)cc1 (configuration not stated),-5,7,17,1.8,-13,-21,3,8,-5
O=C(CN1CCCCC1)Nc1ccccc1,5,14,5,2.1,-4,4,-1,3,5
Cc1nnc(NCc2ccco2)c2ccccc12,-9,-24,2,-0.3,10,2,-3,-7,2
O=C(C1CCCN(Cc2ccccc2C(F)(F)F)C1)N1CCCCC1 (configuration not stated),-2,-9,13,-0.8,-33,8,-3,14,-1
CCO[C@H]1OC(C(=O)NCc2nc3ccccc3[nH]2)=C[C@@H](c2cn(C(C)=O)c3ccccc23)[C@@H]1CCCO,-3,1,14,-2.1,9,14,-1,24,2
O=C(CCC1CCCC1)N1CCN(S(=O)(=O)Cc2ccccc2)CC1,2,-3,-2,-1.2,-3,2,-2,21,5
NC(=O)[C@@H]1CCCCNc2c(F)cc([N+](=O)[O-])cc2C(=O)N[C@@H](CC(=O)O)C(=O)NCC(=O)N1,3,-21,14,-1.3,-12,-5,1,-4,-9
O=C(Cc1coc2ccc3ccccc3c12)N1CCc2ccccc21,7,9,14,-2.3,9,12,-1,-10,5
CCOC(=O)c1c(NC(=O)Cn2cnc([N+](=O)[O-])n2)sc2c1CCCC2,3,-4,9,-0.7,25,-5,-1,36,1
CN1CCN(NC(=O)Nc2ccc(Br)cc2)CC1,-3,3,-7,0.7,12,-5,-1,-4,-14
Cc1nc2ncnn2c(N2CCN(C(c3ccccc3)c3ccccc3)CC2)c1C,0,-7,11,0.9,-17,8,-3,20,18
CCOc1ccc(N(CC(=O)Nc2ccc(CC)cc2)S(=O)(=O)c2c(C)[nH]c(=O)[nH]c2=O)cc1,4,-1,7,0.3,-3,2,-2,16,-5
COc1cc2c(cc1NC(=O)C(C)OC(=O)/C=C/c1ccc(OC(F)F)cc1)oc1ccccc12 (configuration not stated),3,-55,8,-1.0,1,-44,0,15,3
Cc1ccccc1C(=O)Nc1nnc(SC(C)C)s1,8,-9,6,4.5,-14,-38,5,-5,-9
CCN(CC)S(=O)(=O)c1ccc(OC)c(NC(=O)COc2ccc3c(C)cc(=O)oc3c2)c1,0,-1,-6,1.0,-17,4,-2,30,-4
COc1cc(/C=N/NC(=O)C2CCN(CC(O)COCc3ccccc3)CC2)ccc1O (configuration not stated),0,6,1,-0.7,-2,6,1,-27,-8
CCC1CCCCN1S(=O)(=O)c1ccc(S(=O)(=O)N(Cc2cccs2)C2CC2)cc1 (configuration not stated),20,-13,13,0.0,-19,1,-4,-3,23
CCOc1ccc(N2C(=O)CC(Sc3ccccc3C(=O)O)C2=O)c([N+](=O)[O-])c1 (configuration not stated),-7,1,0,-0.9,-1,1,-5,3,-4
O=C1CC(c2ccc(S(=O)(=O)NC3CC3)cc2)CN1 (configuration not stated),-3,-8,-4,0.4,30,6,-2,11,-9
CCN1CCCC1CN(Cc1cc2ccc(C)c(C)c2[nH]c1=O)C(=O)Nc1ccccc1OC (configuration not stated),0,-14,0,-5.0,-13,-47,-4,22,1
Cc1cc(=O)oc2ccc(OCc3ccccc3)cc12,-11,0,15,3.0,8,-8,-2,17,2
O=C(O)COc1ccc(S(=O)(=O)c2ccc(OCC(=O)O)cc2)cc1,-5,-7,10,-2.1,13,1,0,2,-18
O=c1oc2ccccc2c2c1C(c1ccc(Cl)cc1)Nc1ccc3ccccc3c1-2 (configuration not stated),1,18,-2,3.6,-31,11,2,46,10
Cc1ccc(NC(=O)c2ccc(-c3nn(C)c(=O)c4ccccc34)cc2)cc1,1,21,1,-1.5,42*,39,0,41,3
O=C(O)CCSc1ncnc2sc(-c3ccccc3)cc12,2,22,14,-8.8,81*,46,-5,4,-2
Cc1ccc(NC(=O)c2ccsc2)cc1NS(C)(=O)=O,3,-10,2,-1.4,18,-2,1,2,-5
O=C(CCN1C(=O)c2ccccc2S1(=O)=O)Nc1cccc(F)c1,-2,5,5,-0.1,23,-3,-2,-6,5
O=[N+]([O-])c1cccc(CP(=O)(c2ccccc2)c2ccccc2)c1,13,-9,13,-0.9,-8,-3,-3,-4,2
CCCCNC(=S)NNC(=O)c1cc(-c2ccncc2)nc2ccccc12,20,9,34,1.3,6,-2,-3,-3,3
CC(=O)Nc1ccc(C(=O)OCC(=O)NCc2ccc3c(c2)OCO3)cc1,2,-1,-2,-0.3,15,-8,3,20,-4
O=C(c1ccc(Br)o1)N1CCN(Cc2ccc3c(c2)OCO3)CC1,0,-4,13,-0.7,0,-7,5,-3,3
Cc1ccccc1C(C(=O)NC1CCCC1)N(C(=O)CNC(=O)c1ccco1)c1cccnc1 (configuration not stated),x,-6,x,-2.7,11,x,5,-2,x

# 5 entries from above, with bars between the fields:
mol | CXCR6 block | Jurkat NFkB inh | CCR6 antag | CHOP UPR activ | 697 NFkB inh | Gli-Sufu block | XBP1 UPR activ | Mdm2-MdmX inh | EBI2 block
Cc1ccc2c(c1)S(=O)(=O)N(C)C(c1ccccc1)=C2 | -8 | x | 16 | x | x | 2 | x | x | -2
Cc1ccc(NC(=O)c2ccsc2)cc1NS(C)(=O)=O | 3 | -10 | 2 | -1.4 | 18 | -2 | 1 | 2 | -5
CCN1CCCC1CN(Cc1cc2ccc(C)c(C)c2[nH]c1=O)C(=O)Nc1ccccc1OC (configuration not stated) | 0 | -14 | 0 | -5.0 | -13 | -47 | -4 | 22 | 1
O=C(c1ccc(Br)o1)N1CCN(Cc2ccc3c(c2)OCO3)CC1 | 0 | -4 | 13 | -0.7 | 0 | -7 | 5 | -3 | 3
O=C1CC(c2ccc(S(=O)(=O)NC3CC3)cc2)CN1 (configuration not stated) | -3 | -8 | -4 | 0.4 | 30 | 6 | -2 | 11 | -9

# More compounds follow:
SMILES,CXCR6 block,Jurkat NFkB inh,CCR6 antag,CHOP UPR activ,697 NFkB inh,Gli-Sufu block,XBP1 UPR activ,Mdm2-MdmX inh,EBI2 block
CCCOc1ccc(C(C)(O)CN2CCOCC2)cc1 (configuration not stated),1,0,0,-3.2,13,1,1,10,-5
CCOC(=O)c1cnn(-c2ncnc3sc(C)c(C)c23)c1N,2,2,-17,-1.7,14,5,-2,9,0
COc1ccc(OC)c(-c2nnc3n2N=C(c2ccc(OC)c(OC)c2)CS3)c1,6,58*,-2,-0.3,-41,47,37*,66*,-18
CCNc1nc(NCC)n2c(SCC(=O)Nc3ccc(NC(C)=O)cc3)nnc2n1,-6,-11,4,-1.8,-6,-1,-6,7,-14
Nc1cc(=O)[nH]c(=S)n1-c1cccc(C(F)(F)F)c1,0,7,-7,-0.1,-7,-1,2,4,-6
C/C(=N\NC(N)=O)c1cc(Cl)cc(Cl)c1O,0,18,-5,-1.5,35,-7,-1,7,-3
Cc1ccc(C(=O)N2[C@@H]3CN(C)C(=O)[C@@]2(C)[C@H]2C(=O)N(C)C(=O)[C@@H]32)cc1,2,x,0,x,x,-1,x,x,-1
C=CCOC(=O)C1C(=O)CC(C)(O)C(C(=O)OCC=C)C1c1ccc(N(C)C)cc1 (configuration not stated),0,1,8,2.5,10,5,3,-12,-5
O=C(OCCN1CCOCC1)c1cccs1,3,-7,9,0.7,3,0,-1,-8,-12
O=[N+]([O-])c1cccc(/C([O-])=C(/C(=S)Nc2ccccc2)[n+]2ccccc2)c1,4,-20,-9,0.8,-17,-10,0,0,-10
O=C(COC(=O)c1ccc(S(=O)(=O)N2CCCCCC2)cc1)NCc1ccc(F)cc1,4,3,4,-0.7,-13,-4,-1,11,-3
O=C1c2nc3ccccn3c2C(=O)N1Cc1ccccc1,3,2,3,1.0,2,0,0,-10,0
CO/N=C/CC(=O)Nc1ccc(F)cc1F,2,-8,-1,-0.3,11,6,-4,16,-1
COC(=O)C(NNc1ccccc1)(NC(=O)c1cccc(F)c1)C(F)(F)F (configuration not stated),5,7,-1,-1.3,-1,1,-1,12,-3
CC1CCCCN1S(=O)(=O)Cc1ccccc1Cl (configuration not stated),-17,4,8,3.1,14,30,-3,1,-9
c1ccc2ccccc2c1,6,-3,7,1.5,6,-19,-1,2,1
Cc1cccc(NC(=O)CNC(=O)c2cc(C3CC3)nn2-c2ccccc2)c1C,1,-2,13,-1.6,16,-2,0,7,-1
Cc1ccc(Cn2ccc(NC(=O)c3nc4ncccn4n3)n2)cc1,7,-3,-14,-3.5,5,23,-1,4,-17

# Shown as a hit in Jurkat NFkB inh (from the list above):
molecule	CXCR6 block	Jurkat NFkB inh	CCR6 antag	697 NFkB inh	XBP1 UPR activ	Mdm2-MdmX inh	EBI2 block
COc1ccc(OC)c(-c2nnc3n2N=C(c2ccc(OC)c(OC)c2)CS3)c1	6	58*	-2	-41	37*	66*	-18
